Source: PubChem BioAssay (The Scripps Research Institute Molecular Screening Center)
PAFAH1B2 FP inh: blocks human PAF acetylhydrolase 1b catalytic subunit 2. P68402. recombinant PAFAH1B2, FP-rhodamine activity probe, fluorescence polarization. inhibition, % at 3.39 µM. 340,000 compounds, 1.2% hits. AID 492953;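 active means inhibition above the mean of all tested compounds plus 3 SD, cut at about 24% in these data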;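 further: 0% = enzyme with DMSO and 100% = wells lacking PAFAH1B2; many of its hits are not listed in these tables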
PAFAH1B3 inh: inhibitors of human PAFAH1B3. Q15102. recombinant PAFAH1B3, FP-rhodamine probe, fluorescence polarization. inhibition, % at 3.39 µM. 340,000 compounds, 0.28% hits;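 active means inhibition above the screen-wide average of all tested compounds plus 3 SD, cut at about 25% in these data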;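 further: 0% = enzyme with DMSO only and 100% = wells lacking PAFAH1B3 protein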
Target sequence (Q15102 whole entry, looked up): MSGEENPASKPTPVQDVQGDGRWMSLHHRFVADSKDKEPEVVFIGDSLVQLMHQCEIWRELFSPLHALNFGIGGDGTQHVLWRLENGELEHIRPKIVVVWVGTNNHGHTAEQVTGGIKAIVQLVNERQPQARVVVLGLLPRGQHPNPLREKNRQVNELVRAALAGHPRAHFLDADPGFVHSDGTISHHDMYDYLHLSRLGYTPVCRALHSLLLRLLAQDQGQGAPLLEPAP
EBNA-1 inh: blocks EBNA-1 binding to DNA | 300,000 compounds, 0.34% hits | EBNA-1 DNA binding, fluorescence polarization | inhibition, % at 14.8 µM; in the data active means inhibition above about 28%
PREPL inh: inhibits the human prolyl oligopeptidase-like enzyme | inhibition, % at 5.96 µM | Q4J6C6 | 320,000 compounds, 0.68% hits | recombinant PREPL, fluorescence polarization activity-based probe; in the data active means inhibition above about 43%;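 further: 0% = enzyme with DMSO and 100% = wells lacking enzyme; many of its hits are not listed in these tables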
PAFAH2 inh: inhibitors of human PAFAH2; Q99487; recombinant PAFAH2, FP-rhodamine activity probe, fluorescence polarization; inhibition, % at 3.39 µM; 340,000 compounds, 0.99% hits; AID 492956;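 active means inhibition above the mean over all tested compounds plus 3 SD, cut at about 30% in these data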;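 further: inhibitors block probe labeling of enzyme so polarization drops; 0% = enzyme with DMSO and 100% = wells lacking PAFAH2 protein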
ZTA counter: counter-screen for EBNA-1 inhibitors: inhibitors of Epstein-Barr virus ZTA | ZTA-DNA binding, fluorescence polarization | inhibition, % at 11 µM | 320,000 compounds, 0.15% hits; in the data active means inhibition above about 33%
pPAFAH inh: pPAFAH (human) enzyme inhibition; recombinant pPAFAH, FP-rhodamine probe fluorescence polarization; Q13093; inhibition, % at 3.39 µM; 330,000 compounds, 1.5% hits;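 active means inhibition above the mean inhibition across the screen plus 3 SD, cut at about 25% in these data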;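 further: inhibitors block binding of the rhodamine activity-based probe so polarization drops; 0% = enzyme with DMSO and 100% = wells lacking pPAFAH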
Target sequence (Q13093 whole entry, looked up): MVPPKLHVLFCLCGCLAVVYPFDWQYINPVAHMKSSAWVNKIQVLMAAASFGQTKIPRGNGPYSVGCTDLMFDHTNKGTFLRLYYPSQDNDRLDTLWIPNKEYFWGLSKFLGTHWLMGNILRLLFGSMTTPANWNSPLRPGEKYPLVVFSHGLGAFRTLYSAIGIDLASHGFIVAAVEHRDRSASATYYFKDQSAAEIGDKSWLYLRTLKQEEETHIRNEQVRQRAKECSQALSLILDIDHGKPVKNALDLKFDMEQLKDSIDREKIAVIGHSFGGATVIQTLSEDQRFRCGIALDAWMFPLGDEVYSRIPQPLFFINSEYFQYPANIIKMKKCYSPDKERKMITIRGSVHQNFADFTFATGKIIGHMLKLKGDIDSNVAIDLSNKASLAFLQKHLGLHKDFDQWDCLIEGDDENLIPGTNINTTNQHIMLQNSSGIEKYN
LYPLA1 inh: LYPLA1 (human) inhibition in PME1 counter-screen; O75608; recombinant LYPLA1, FP-Rh probe fluorescence polarization; inhibition, % at 5.9 µM; 320,000 compounds, 0.16% hits; AID 2174;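 active means inhibition above the mean of all tested compounds plus 3 SD, set per campaign, cut at about 14% in these data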;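 further: inhibitors block serine hydrolase probe labeling of LYPLA1 so polarization falls; 0% = enzyme with DMSO and 100% = wells lacking LYPLA1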
Target sequence (O75608 whole entry, looked up): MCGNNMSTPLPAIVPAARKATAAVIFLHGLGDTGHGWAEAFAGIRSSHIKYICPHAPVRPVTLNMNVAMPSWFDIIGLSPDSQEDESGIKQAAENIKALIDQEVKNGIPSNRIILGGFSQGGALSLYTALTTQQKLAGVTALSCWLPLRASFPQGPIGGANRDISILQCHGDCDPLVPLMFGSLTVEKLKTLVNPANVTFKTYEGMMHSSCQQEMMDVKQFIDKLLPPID
LYPLA2 counter: LYPLA2 (human) inhibition in PME1 counter-screen | 320,000 compounds, 0.38% hits | O95372 | recombinant LYPLA2, FP-Rh probe fluorescence polarization | AID 2177 | inhibition, % at 5.9 µM;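 active means inhibition above the screen-wide mean plus 3 SD, limit set per campaign, cut at about 26% in these data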;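 further: 0% = LYPLA2 with DMSO and 100% = wells lacking LYPLA2 enzyme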
Numbers without * were called inactive; x = no result given.

SMILES	PAFAH1B2 FP inh	PAFAH1B3 inh	EBNA-1 inh	PREPL inh	PAFAH2 inh	ZTA counter	pPAFAH inh	LYPLA1 inh	LYPLA2 counter
CCn1cc(C(=O)O)c(=O)c2cc(F)c(N3CCN(C(=S)NC(=O)c4ccc(OC)cc4)CC3)cc21	-5	9	1	-7	7	-3	-2	0	4
C=CCN(c1ccccc1)S(=O)(=O)c1ccc(Cl)c(C(=O)OCC(=O)c2[nH]c(C)c(C(C)=O)c2C)c1	3	3	-7	-25	5	-5	6	-7	-18
CC(c1ccccc1)n1cc(C(=O)NCCCn2ccnc2)nn1 (configuration not stated)	5	5	-5	12	0	-4	-1	-2	0
Cc1cc(C)n2nc(C(=O)OCC(=O)Nc3ccc4c(c3)OC(F)(F)O4)nc2n1	-1	2	-5	-10	0	-12	-1	-1	0
O=C(O)c1cccc(CSc2nc(-c3ccccc3)cc(C(F)(F)F)n2)c1	2	7	3	1	-11	-5	26*	-3	5
CCCCCN(C(=O)CCC(=O)OCC(=O)NCc1ccc(OC)cc1)c1c(N)n(CCCC)c(=O)[nH]c1=O	-2	-2	-5	1	0	7	7	0	2
Cc1ccc(S(=O)(=O)NCc2ccc(C(=O)N3CCc4ccccc4C3)cc2)cc1	13	7	-12	24	7	6	10	-5	10
N#Cc1c(-c2ccccc2)nc(SCc2ccc([N+](=O)[O-])cc2)[nH]c1=O	8	9	3	-8	-13	-14	12	0	4
COc1ccc(S(=O)(=O)N2CCOCC2)cc1NC(=O)CN1C(=O)NC2(CCCCC2C)C1=O (configuration not stated)	4	4	x	12	-4	-13	2	2	7
Cc1ccc(C(=O)Nc2ccccc2C(=O)O)cc1NC(=O)COc1c(C)cccc1C	-3	3	9	-19	-1	21	-1	-2	-5
N#Cc1cnn2ccc(-c3cc(N4CCOCC4)ccc3[N+](=O)[O-])nc12	-2	-2	0	0	-1	8	5	0	-2
Cc1ccccc1CC(=O)N1CCOCC1	2	5	0	-9	2	-12	2	-1	1
O=C(NC1CCN(Cc2ccccc2)CC1)C1CCN(S(=O)(=O)c2cccc([N+](=O)[O-])c2)CC1	-2	-8	-8	1	5	-4	1	-2	1
Cc1ccc(C2CC(=O)NC(SCCC(C)C)=C2C#N)cc1 (configuration not stated)	10	4	-3	9	6	-1	-4	-3	-4
COc1cc(C(=O)Nc2sc3c(c2C(=O)O)CCC(C)C3)cc(OC)c1OC (configuration not stated)	1	0	-20	-2	7	1	-4	0	-2
CCOC(=O)c1nc2cc3n(c(C)c-2c1C)C(C)C(CC)=C3C (configuration not stated)	1	7	14	30	0	15	6	2	4
Cc1cc(C)c(NC(=O)CSc2nnc(-c3ccccn3)n2N)c(Cl)c1	0	9	3	2	0	2	6	0	1
CC(=O)Nc1ccc(S(=O)(=O)NCC(=O)OCC(=O)N2CC(C)OC(C)C2)cc1 (configuration not stated)	0	-2	x	8	2	x	-1	x	x
Cc1cc(C(=O)CS(=O)(=O)c2ccc(Cl)cc2)cc(C)c1O	24	7	-15	-8	3	-12	8	-3	1
CN(CCc1ccccn1)C1CCCN(S(=O)(=O)c2ccc(F)c(Cl)c2)C1 (configuration not stated)	3	-5	-12	11	4	10	-3	1	1
COc1ccccc1/C=C1\SC(=S)N(CCC(=O)Nc2ccc(C(=O)O)c(O)c2)C1=O	8	6	19	11	-1	12	18	-10	-2
COCCNC(=O)/C(C#N)=C/c1cc(C)n(-c2ccc(C)cc2)c1C	1	7	17	8	8	1	55*	1	-2
COC(=O)CNC(=O)Cc1c(F)cccc1Cl	-1	9	4	25	3	-2	-5	2	4
CC1=CN2C(=NC(=O)CC2(C)C(=O)N(CC(=O)NC2CCCC2)Cc2ccc(Cl)cc2)C=C1 (configuration not stated)	7	4	-9	2	2	7	2	2	2
Cc1cccc(C(=O)N/N=C/c2ccc(OCC(=O)N3CCCCC3)cc2)c1	-7	-2	-8	-2	-1	-10	4	-3	-1
CCOc1ccc(NC(=O)Nc2cc(C(C)C)c(O)cc2C)cc1	4	4	0	-2	6	-4	0	-3	1
COc1ccc(C(=O)NC2CCCCC2)cc1S(=O)(=O)N1CCOCC1	4	10	4	3	-5	0	0	2	-1
Cc1ccc(S(=O)(=O)NCc2ccc(C(=O)NCCCN3CCN(C)CC3)cc2)cc1	-3	-5	0	-10	2	4	2	-1	-4
CCn1cnc2c1c(=O)n(CC(=O)OC(C)C(N)=O)c(=O)n2Cc1ccccc1 (configuration not stated)	2	8	-8	4	2	-5	3	-1	4
COc1ccc(Cl)cc1NC(=O)CN(C)CC(=O)Nc1ccccc1-c1ccccc1	6	2	1	-4	-4	1	-1	-4	-3
CCCCC(Nc1ncnc2ccccc12)C(=O)O (configuration not stated)	5	3	9	-2	-1	-5	2	-3	-2
Cc1cc(NS(=O)(=O)Cc2ccccc2)cc(C)c1OCC(=O)N1CCOCC1	3	7	4	8	5	3	14	2	7
COCCCNC(=O)CNC(=O)c1nn(-c2ccc(OC)cc2)c(=O)c2ccccc12	2	2	-6	3	-8	-1	1	1	2
COc1cc(C(=O)NCCC(=O)NCCCN2CCCCC2)cc(OC)c1OC	3	7	2	4	-12	-6	-3	-1	1
Brc1ccccc1-c1cnco1	8	0	-2	0	6	7	1	-2	0
O=C(Nc1cc(Sc2nc3ccccc3s2)cc([N+](=O)[O-])c1)c1ccccc1	-14	-44	4	8	-19	12	-2	-21	-2
CCCCN1CC(=O)N2[C@H](c3ccc(Cl)cc3)[C@@H]3C(=O)N(CC)C(=O)[C@@H]3[C@]2(C)C1=O	2	-1	7	-3	1	-19	5	3	-2
c1ccc(C[C@H]2CNCCN2CCc2cccc3ccccc23)cc1	-4	-5	-1	14	4	9	-1	-4	5
O=c1cc(N2CCCC2)c2ccccc2o1	-2	8	5	8	0	9	2	2	3
CC1(C)COC2(OC1)C(=O)Nc1ccccc12	5	2	7	0	6	-12	0	3	2

Continued, overlapping the part above by two compounds.
SMILES	PAFAH1B2 FP inh	PAFAH1B3 inh	EBNA-1 inh	PREPL inh	PAFAH2 inh	ZTA counter	pPAFAH inh	LYPLA1 inh	LYPLA2 counter
O=c1cc(N2CCCC2)c2ccccc2o1	-2	8	5	8	0	9	2	2	3
CC1(C)COC2(OC1)C(=O)Nc1ccccc12	5	2	7	0	6	-12	0	3	2
O=C(CN1CCN(C(=O)c2c(F)cccc2F)CC1)Nc1ccccc1C(F)(F)F	0	6	-11	1	11	8	-1	-1	-1
Cc1ccc(NC(=S)Nc2ccc3[nH]c(=O)[nH]c3c2)cc1	5	8	-2	-6	4	2	-1	1	4
CN(C)CCN1C(=O)c2oc3ccccc3c(=O)c2C1c1cccc(Br)c1 (configuration not stated)	0	-1	0	-27	-3	8	7	-3	3
CC(C)OC(=O)c1nn2c(C(F)(F)F)cc(-c3ccco3)nc2c1Cl	2	4	-4	0	2	7	0	-1	-2
CC(=O)c1cccc(NC(=O)c2cccc(S(=O)(=O)N3CCOCC3)c2)c1	8	-3	-9	7	9	-2	-3	1	-1
COc1cc(S(=O)(=O)N2CCOCC2)ccc1NC(=O)COC(=O)c1ccccn1	2	6	1	-4	2	-6	4	1	-1
S=c1[nH]nc(-c2ccccc2)n1/N=C/c1cccc(Cl)c1	10	4	4	10	8	-2	8	5	-5
CCOc1cc(N2CCOCC2)c(OCC)cc1NC(=O)CSc1ncn[nH]1	-2	0	1	21	6	-21	2	8	5
COc1ccc(C2C3=C(CCCC3=O)Nc3nc(-c4cc(OC)c(OC)c(OC)c4)nn32)cc1OC (configuration not stated)	-4	-2	10	5	-5	0	4	1	-6
CC1(C)C2CCC(C2)C1(C)NC(=O)CN1CCCC1 (configuration not stated)	0	10	-10	-6	-2	-19	0	-1	-5
CCOC(=O)N1CCN(S(=O)(=O)c2c(C)nn(C)c2C)CC1	1	1	3	3	7	-6	-2	-1	0
CC1CCCN(S(=O)(=O)c2ccc(S(=O)(=O)N3CCCC3)cc2)C1 (configuration not stated)	4	11	2	6	-1	9	4	0	-4
Cc1nc(N/N=C\c2ccc3c(c2)OCO3)sc1C	-1	-3	-3	8	-2	2	2	-1	-1
CCc1ccc(OCC(=O)NN2Cc3ccccc3C2=N)cc1	5	6	-1	-2	7	-1	2	2	-2
CCOC(=O)c1cc(-c2ccccc2)sc1NC(=O)C(C)OC(=O)c1cccnc1OCC (configuration not stated)	-2	-9	-2	14	-5	3	-12	-1	-5
CCC1CCCCN1C(=O)COc1ccc(N(C)S(=O)(=O)c2ccc(C)cc2)cc1 (configuration not stated)	-1	-7	12	11	4	10	2	2	1
Oc1ccccc1-c1n[nH]c(=S)n1Cc1ccco1	17	0	-3	6	-3	9	0	-2	8
Cc1oc(CN2CCOCC2)cc1C(=O)O	7	-3	-4	-6	3	-2	4	-1	3
CCOc1ccc(N2C(=O)CC(N3CCN(c4ccc(Cl)cc4)CC3)C2=O)cc1 (configuration not stated)	1	7	-1	20	3	14	1	-2	0
C[C@@]12C(=O)N(CC3CC3)CC(=O)N1[C@H](C1CC1)[C@@H]1C(=O)N(c3ccccc3)C(=O)[C@@H]12	10	13	-3	2	-5	11	4	2	1

The last two compounds of the section above come first, to join the parts:
SMILES	PAFAH1B2 FP inh	PAFAH1B3 inh	EBNA-1 inh	PREPL inh	PAFAH2 inh	ZTA counter	pPAFAH inh	LYPLA1 inh	LYPLA2 counter
CCOc1ccc(N2C(=O)CC(N3CCN(c4ccc(Cl)cc4)CC3)C2=O)cc1 (configuration not stated)	1	7	-1	20	3	14	1	-2	0
C[C@@]12C(=O)N(CC3CC3)CC(=O)N1[C@H](C1CC1)[C@@H]1C(=O)N(c3ccccc3)C(=O)[C@@H]12	10	13	-3	2	-5	11	4	2	1
S=C(Nc1ccc2snnc2c1)N1CCN(c2ccccn2)CC1	1	-3	19	-1	6	9	-1	2	2
CC(C)(C)N1CSC(=S)N(Cc2ccccc2)C1	4	0	-9	11	-12	-1	3	-2	3
Cc1cnc(C(=O)OCC(=O)NCCCc2ccccc2)cn1	-2	-9	-11	7	5	-2	-4	-1	11
COc1ccc(NC(=O)CSc2ccc3nnc(-c4ccccn4)n3n2)cc1OC	6	-3	6	-2	-11	1	-3	-1	-3
Cc1onc(-c2c(F)cccc2Cl)c1C(=O)OCC(=O)Nc1c(C)n(C)n(-c2ccccc2)c1=O	4	8	2	6	4	-5	-3	2	3
CC(C)NC(=S)N/N=C/c1sc(N2CCCCC2)nc1-c1cccs1	1	12	-1	7	-6	-13	8	0	10
Cn1c(CSCCOc2ccccc2)n[nH]c1=S	10	5	-2	20	1	-5	-7	0	2
COc1cc(OC)c(S(=O)(=O)N2CCN(C(=O)c3ccco3)CC2)cc1NC(C)=O	3	2	0	-6	9	5	7	2	7
COc1ccccc1N1CCN(C(CNS(C)(=O)=O)c2cccnc2)CC1 (configuration not stated)	1	0	5	6	6	-5	0	-2	7
COC(=O)c1cc(-c2ccccc2)nc2nc(SC)[nH]c(=O)c12	1	-3	-9	12	-4	1	-4	-3	0
CN(C/C=C/c1ccccc1[N+](=O)[O-])Cc1ccccc1	7	8	5	-5	-2	15	6	-1	4
Cc1ccc(/C=N/n2c(-c3ccccn3)n[nH]c2=S)o1	8	4	-3	-4	4	-2	6	-2	-3
COc1cccc([C@@H]2Oc3ccc(OC)cc3C(=O)[C@H]2O)c1	0	-3	-8	8	-4	4	-4	0	9

An excerpt from above in order of the PAFAH1B3 inh value, high to low:
| SMILES | PAFAH1B3 inh |
| --- | --- |
| Cc1onc(-c2c(F)cccc2Cl)c1C(=O)OCC(=O)Nc1c(C)n(C)n(-c2ccccc2)c1=O | 8 |
| COc1cc(OC)c(S(=O)(=O)N2CCN(C(=O)c3ccco3)CC2)cc1NC(C)=O | 2 |
| COc1ccccc1N1CCN(C(CNS(C)(=O)=O)c2cccnc2)CC1 (configuration not stated) | 0 |

This is a subset (hit frequency here may not be typical).
